TAG inh: triacylglycerol accumulation inhibition; 230,000 compounds, 0.66% hits; inhibition, % at 12.5 µM; H9c2 cells, Nile Red lipid (TAG) fluorescence; cells loaded with 200 µM oleic acid;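 active = pattern-corrected inhibition of lipid staining of at least 50% with the nuclear-stain viability signal not falling by more than 50%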;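 also: 0% = DMSO wells and 100% = triacsin C control wells; some results filed as inactive read as strong as hits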
TAG inh DAPI viability: recorded beside TAG inh, whose call it bears; DAPI nuclei signal change (viability), lower = more cytotoxic, %;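 whole-well DAPI fluorescence read on a plate reader as a viability signal; minus 50 percent equals half of cells still viable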
Active calls of the source: *. The list is partial; rates above refer to the full screens.

SMILES	TAG inh	TAG inh DAPI viability
COc1ccc(-c2cc(C(F)(F)F)n3nc(C(=O)O)cc3n2)cc1OC	3	4
Cc1ccc(CNC(=O)c2ccc(Cl)c(S(=O)(=O)N3CCCCC3)c2)cc1	-32	-13
COc1ccc(CCNC(=O)COc2ccc(C)nc2[N+](=O)[O-])cc1	0	2
O=C(Nc1cccc(Cl)c1Cl)c1ccco1	-20	2
O=C1OCCC1Sc1nc2ccccc2c(=O)n1Cc1ccccc1 (stereo not drawn)	-1	9
CC/C(O)=C1\C(=O)CC(C)(C)CC1=NCCc1nc2ccccc2[nH]1	-18	13
CCC1CCCCN1C(=O)CSc1nnc(CNC(=O)c2cc(OC)c(OC)c(OC)c2)o1 (stereo not drawn)	-7	9
CCOC(=O)c1ccc(NC(=O)c2nc[nH]c2C(=O)N[C@@H](C)C(=O)OC(C)(C)C)cc1	0	-7
CC(NC(=O)c1cncc(Br)c1)c1ccc(S(N)(=O)=O)cc1 (stereo not drawn)	4	-8
C[C@@]12CCC=C[C@H]1[C@H](c1ccc(/C=C/c3ccccc3)cc1F)N(Cc1ccccc1)C2=O	-31	1
CC(SCc1ccccc1)C(=O)N/N=C/c1ccc2c(c1)OCO2 (stereo not drawn)	-25	1
COc1ccc(N2CCN(C(CNC(=O)C(=O)NC3CC3)c3ccco3)CC2)cc1 (stereo not drawn)	10	0
O=C(NCc1ccc2c(c1)OCO2)c1ccc(NC(=O)C2CCCO2)cc1 (stereo not drawn)	0	-10
COc1ccc(C(CNC(=O)C(CCSC)NC(=O)c2ccccc2Cl)N2CCCCC2)cc1 (stereo not drawn)	27	-2
Cc1c(N2C(=O)CSC2c2ccco2)c(=O)n(-c2ccccc2)n1C (stereo not drawn)	2	4
Cc1[nH]c(C)c2c(=O)[nH]ncc12	13	4
NCCC1CN(C(=O)OCc2ccccc2)c2ccccc21 (stereo not drawn)	-6	15
O=C(CCNC(=O)c1ccc(Br)cc1)NC1CCCCCC1	33	-8
O=C(CN1C(=O)NC2(CCCC2)C1=O)NNC(=O)c1ccccc1	-4	4
CCOc1ccccc1N(CC(=O)NC1CCCCC1)C(=O)c1nsc(Cl)c1Cl	-5	-4
COc1ccccc1CNS(=O)(=O)c1cc(C(=O)N(C)Cc2cccnc2)c(Cl)cc1Cl	1	1
O=C(NCc1ccccn1)Nc1ccccc1C(F)(F)F	11	-9
COc1ccc(NC(=S)N2CCN(C/C=C/c3ccccc3)CC2)cc1	11	6
Cc1[nH]c2ccccc2c1SCC(=O)N1CCCCC1	-12	14
CCN1CCN(CCNC(=O)Nc2ccc([N+](=O)[O-])cc2)CC1	-3	1

One compound at a time, from the list above. Order of values: TAG inh | TAG inh DAPI viability
Shown for `C[C@@]12CCC=C[C@H]1[C@H](c1ccc(/C=C/c3ccccc3)cc1F)N(Cc1ccccc1)C2=O` = -31 | 1
Shown for `Cc1[nH]c(C)c2c(=O)[nH]ncc12` = 13 | 4
Shown for `COc1ccc(C(CNC(=O)C(CCSC)NC(=O)c2ccccc2Cl)N2CCCCC2)cc1` (stereo not drawn) = 27 | -2
Shown for `O=C(Nc1cccc(Cl)c1Cl)c1ccco1` = -20 | 2
Shown for `O=C(NCc1ccccn1)Nc1ccccc1C(F)(F)F` = 11 | -9

Returning to the listing with the 2 entries that preceded the break.
SMILES	TAG inh	TAG inh DAPI viability
Cc1[nH]c2ccccc2c1SCC(=O)N1CCCCC1	-12	14
CCN1CCN(CCNC(=O)Nc2ccc([N+](=O)[O-])cc2)CC1	-3	1
CCNC(=O)C1(C)CCCN(CCOc2ccc(OC)cc2)C1 (stereo not drawn)	-7	-3
C=CCNc1c2c(nc3ncnn13)CC(C)CC2 (stereo not drawn)	-6	4
COc1cccc(-c2ncc3ccccc3c2COC(=O)c2ccccc2C(=O)O)c1	4	7
Cc1ccc(C(=O)CCC(=O)Nc2cccc(C(F)(F)F)c2)cc1C	-6	-1
COc1ccc(C[C@](C)(N)C(=O)O)cc1OC	4	-8
Cc1ccc(CNC(=O)C2CCC(=O)N(Cc3cccc(F)c3)C2)s1 (stereo not drawn)	4	-4
C=CCn1c(Cc2cccs2)nnc1SCC(=O)Nc1ccc(OC)c(OC)c1	8	-2
CN(C)CCC(=O)N1c2ccccc2Sc2ccc(C(F)(F)F)cc21	18	-3
CCOC(=O)CSc1nnc(Cc2ccc(OC)cc2)n1-c1ccccc1	-28	8
COc1ccc(S(=O)(=O)N2CCN(c3nn(C)c(=O)n(C)c3=O)CC2)cc1	-4	4
CCN(C(=O)CSc1nc2cc(Cl)ccc2c(=O)n1Cc1ccco1)C1CCS(=O)(=O)C1 (stereo not drawn)	-30	-8
CC(=O)Nc1ccc(S(=O)(=O)N(C)CC(=O)OCC(=O)N(C)c2ccccc2)cc1	7	-4
CCOC(=O)C(=O)Nc1cccc(C(=O)OCC)c1	-8	1
CCCS(=O)(=O)NC(=O)C1(C)CCCN(C(=O)c2cccc3ccccc23)C1 (stereo not drawn)	3	-3
Cc1ccc(N(C(C)C(=O)Nc2c(C)n(C)n(-c3ccccc3)c2=O)S(C)(=O)=O)cc1C (stereo not drawn)	-4	16
O=C(Nc1ccc(Cl)cn1)c1ccccc1[N+](=O)[O-]	-3	-7
N#Cc1ccc(C(=O)OCC(=O)Nc2cccc(S(=O)(=O)NC3=NCCC3)c2)cc1	22	-3
CN(C)c1ccc(/C=N/NC(=O)CNC(=O)c2ccc3c(c2)OCCO3)cc1	5	-2
CC(C)NC(=O)N(C)C[C@@H]1Oc2ccc(NC(=O)Nc3ccc(C(F)(F)F)cc3)cc2CC(=O)N([C@H](C)CO)C[C@@H]1C	-6	2
CCCN1CCC(NC(=O)CC2C(=O)NCCN2Cc2cccc(OC)c2)CC1 (stereo not drawn)	-12	1
OCCOc1ccc(CN2CCCC(N3CCN(c4ccc(F)cc4)CC3)C2)cc1 (stereo not drawn)	-9	-6
COc1ccc(Oc2nc(-c3ccccn3)ncc2OC)cc1	-3	0
COc1ccc(C2C(C#N)=C(C)NC3=C2S(=O)(=O)c2ccccc23)cc1 (stereo not drawn)	15	-3
Cn1c(=O)c(C(=O)NCCCc2ccccc2)c(O)c2ccccc21	1	-5
Cc1ccc(OCCNC(=O)CNC(=O)c2ccc(C)c(C)c2)cc1	0	-2
Later entries.
SMILES	TAG inh	TAG inh DAPI viability
Cc1ccc(S(=O)(=O)NC(=O)C2(C)CCN2C(=O)Cc2ccc(Cl)cc2Cl)cc1 (stereo not drawn)	5	-9
C[C@@H](C(=O)NCc1ccccn1)[C@H]1C[C@]1(C)[C@H](NC(=O)OCc1ccccc1)c1ccccc1	10	0
CC(=O)C[C@H]1c2cc(C(F)(F)F)ccc2S(=O)(=O)N1Cc1ccccc1	-33	1
CCOC(=O)c1oc2cccc(O)c2c1CN1CCOCC1	11	-4
O=S(=O)(c1cccs1)N1CN(Cc2ccc(Cl)cc2)c2nc3ccccc3nc21	-3	5
Cc1c(C2(O)CCCCC2)[nH]c2ncccc12	-10	10
O=C(/C=C/c1ccco1)N1CCN(c2ccccc2)CC1	6	3
O=C(Cc1ccc(S(=O)(=O)N2CCOCC2)s1)N(Cc1ccccc1)c1ccccc1	1	-1
COc1ccc(Cl)cc1NC(=O)COC(=O)CCNS(=O)(=O)c1cccs1	-6	3
O=C(OCc1ccccc1)N1CCC2CC1c1ccc(N3CCOCC3)cc12 (stereo not drawn)	-6	4
O=C(O)c1cccnc1SCc1cccc(Cl)c1	-8	-8
Cc1nn(C(C)C(=O)NCc2ccccc2Cl)c(=O)c2c1sc1ccccc12 (stereo not drawn)	11	-4
O=C(CN1C(=O)S/C(=C\C=C\c2ccccc2)C1=O)Nc1ccccc1C(=O)O	3	-2
CCOc1cc(-c2noc(CCC(=O)N3CCOCC3)n2)ccc1OC	12	-13
O=C(NN=C1CCCC1)c1cc(-c2ccc(F)cc2)nc2ccccc12	-3	-3
CC1(OC(=O)CCc2ccccc2)C(=O)C=C2C=C(c3ccc(C#N)cc3)N(C3CCCCC3)C=C2C1=O (stereo not drawn)	27	-17
CCC(C)(C)NC(=O)C(c1ccco1)N(C(=O)c1csnn1)c1cccc(F)c1 (stereo not drawn)	14	-29
Brc1ccc(-c2noc(COc3ccc4c(c3)CCC4)n2)o1	7	-6
CC1(C)CC(=O)C=C(Nc2ccccc2N)C1	8	-3
CCCCNC(=O)C1(C)CCCCCN1Cc1cc2ccccc2o1 (stereo not drawn)	-25	8
CCCc1ccc(OC(=O)c2ccc(O)cc2Cl)cc1	-44	7
CC(NC(=O)c1ccco1)C(=O)N1CCCCC1 (stereo not drawn)	4	2
CC(=O)Nc1ccc(NC(=O)Cn2c(=O)n(-c3ccc(C)cc3)c(=O)c3oc4ccccc4c32)cc1	-4	7
C[C@H](C(O)c1ccccc1)N(C)C(=O)CN (stereo partly drawn)	-19	-3
CC(=O)Nc1ccc(OC(F)(F)Cl)cc1	-1	-3
New compounds follow
SMILES	TAG inh	TAG inh DAPI viability
COc1ccc(-n2c(Cc3cccn3C)nnc2SCC(=O)Nc2cccc(F)c2)cc1	21	-10
CN(C)c1ccc(C(=S)N2CCOCC2)cc1	-5	11
C=CCN(CC=C)Cc1c(C)[nH]c2c(C)c(C)ccc2c1=O	3	-3
CC(C)(C)[C@@H]1C=C(C(=O)NC2CC2)O[C@H](OCc2ccc(CO)cc2)C1	-20	-1
OC(CN1C2=NCCN2c2ccccc21)c1ccc2c(c1)OCO2 (stereo not drawn)	6	-4
CCSC1=N/C(=C\c2ccc(C(=O)O)cc2)C(=O)S1	-15	-3
Cc1nc2nc(CC(=O)O)[nH]n2c(=O)c1[N+](=O)[O-]	-6	3
Cc1oc(-c2cccs2)nc1CN1CCC(CO)(CCOc2ccccc2)CC1	14	3
O=C(CNc1ccc(Cl)c(C(F)(F)F)c1)N1CCN(S(=O)(=O)c2ccccc2)CC1	-14	-4
Cc1cc(C)c2c(CC(=O)Nc3nccs3)coc2c1	7	2
Nc1cc(N)nc(SCCOc2ccccc2F)n1	-32	5
CC1=C(C(=O)OCC2CCCO2)C(c2ccsc2)C2=C(CCCC2=O)N1 (stereo not drawn)	13	-4
O=C(O)c1ccc(Cl)c(S(=O)(=O)Nc2ccc3cn[nH]c3c2)c1	6	6
CC1(C)Cc2c(sc(N)c2C#N)C(C)(C)N1	6	-8
O=C(O)c1cc([N+](=O)[O-])c(N2CCCC2)c([N+](=O)[O-])c1	-3	11
Cc1noc(C)c1-c1ccc(C(=O)NCc2ccco2)c2occc12	23	3
Cc1cc(CN(C)C(=O)C2CCC(=O)N(CCc3cccc(F)c3)C2)on1 (stereo not drawn)	-5	7
Cc1nn(C)c(C)c1CNC(=O)Nc1ccc2c(c1)OCO2	-2	-3
CCc1nc2ccccc2c(NC(=O)CN2CCC(C)CC2)c1C	-8	4
C1CNC(C23CC4CC(CC(C4)C2)C3)=N1	-3	-2
CCOC(=O)C1(C)CCN1C(=O)c1cncc(Br)c1 (stereo not drawn)	3	20
O=C(Nc1ccccc1Oc1cccnc1)C1CCCN(Cc2ccc(F)cc2)C1 (stereo not drawn)	18	8
CCOc1ccc(OCCC(=O)N(CC)CC(=O)Nc2c(F)cccc2F)cc1	4	-17
COc1cc2[nH]c(=S)n(C3CCN(Cc4ccccc4)CC3)c(=O)c2cc1OC	16	-3
CCCCNc1c(-c2ccc(-c3cccc(Cl)c3)cc2)nc2ccccn12	3	154

Of the compounds above, 4 contain a cyano group:
SMILES	TAG inh	TAG inh DAPI viability
N#Cc1ccc(C(=O)OCC(=O)Nc2cccc(S(=O)(=O)NC3=NCCC3)c2)cc1	22	-3
COc1ccc(C2C(C#N)=C(C)NC3=C2S(=O)(=O)c2ccccc23)cc1 (stereo not drawn)	15	-3
CC1(OC(=O)CCc2ccccc2)C(=O)C=C2C=C(c3ccc(C#N)cc3)N(C3CCCCC3)C=C2C1=O (stereo not drawn)	27	-17
CC1(C)Cc2c(sc(N)c2C#N)C(C)(C)N1	6	-8

Continuation.
SMILES	TAG inh	TAG inh DAPI viability
Cc1nc(-c2ccc(Cl)cc2)sc1C(=O)CBr	20	-2
COc1ccc(NC(=O)C2CCCO2)cc1 (stereo not drawn)	17	-13
Cc1ccc(-n2nc(C)c3c(C(=O)OCC(=O)N(C)C4CCS(=O)(=O)C4)cc(-c4ccccc4)nc32)cc1 (stereo not drawn)	47	17
CC(=O)Nc1ccc(SCC(=O)NCC2(N3CCCCC3)CCCCC2)cc1	2	0
Cc1ccc(S(=O)(=O)N(C)c2ccc(OC(=O)c3ccc(=O)[nH]c3)cc2)cc1	-6	-5
COc1ccc(-c2ccc(S(=O)(=O)n3nc(OC(=O)c4cccs4)cc3N)cc2)cc1	-2	3
CCc1noc(C)c1C(=O)N(C)CC(=O)Nc1ccc(Cl)c(Cl)c1	-26	3
CN(CCOc1ccccc1)C(=O)C1CCC(=O)N(CCCN2CCOCC2)C1 (stereo not drawn)	-1	3
COc1cc(C(=O)NCc2ccccc2Cl)ccc1OCC(=O)N1CCOCC1	14	14
COc1ccccc1C(=O)N(C)c1nnc(-c2ccccc2)s1	15	3

Of the compounds above, 5 have bromine:
SMILES	TAG inh	TAG inh DAPI viability
CC(NC(=O)c1cncc(Br)c1)c1ccc(S(N)(=O)=O)cc1 (stereo not drawn)	4	-8
O=C(CCNC(=O)c1ccc(Br)cc1)NC1CCCCCC1	33	-8
Brc1ccc(-c2noc(COc3ccc4c(c3)CCC4)n2)o1	7	-6
CCOC(=O)C1(C)CCN1C(=O)c1cncc(Br)c1 (stereo not drawn)	3	20
Cc1nc(-c2ccc(Cl)cc2)sc1C(=O)CBr	20	-2
